Compound activity deposited in PubChem BioAssay by National Center for Advancing Translational Sciences (NCATS).
AmpC det inh – blocks E. coli AmpC beta-lactamase in presence of detergent. P00811. purified AmpC, nitrocefin hydrolysis with detergent. Potency, µM (top dose mostly 28.7 µM), without a hit: top-dose activity change, negative = inhibition. 71,000 compounds, 0.09% hits. AID 584; active = well fitted curve in the direction sought with a large enough effect
Target sequence (P00811 whole entry, looked up): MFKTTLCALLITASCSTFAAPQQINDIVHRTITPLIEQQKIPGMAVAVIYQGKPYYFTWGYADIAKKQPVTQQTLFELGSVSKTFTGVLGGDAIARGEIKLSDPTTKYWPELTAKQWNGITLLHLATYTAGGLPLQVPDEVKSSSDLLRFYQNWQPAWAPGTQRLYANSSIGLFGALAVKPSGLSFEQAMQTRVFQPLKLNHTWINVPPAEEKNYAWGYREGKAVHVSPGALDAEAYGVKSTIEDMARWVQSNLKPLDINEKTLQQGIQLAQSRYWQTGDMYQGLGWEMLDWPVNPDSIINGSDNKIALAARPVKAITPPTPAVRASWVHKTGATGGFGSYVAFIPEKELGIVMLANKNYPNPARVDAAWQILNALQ
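E. coli AmpC (5.3 nM) in 20 mM phosphate pH 7.0 with 0.01% Triton X-100, preincubated 15 min RT with compound; nitrocefin (2 uL of 800 uM stock) hydrolysis followed by 480 nm absorbance every 20 s over 4 min.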
Active calls of the source: *; [ ] = dose if it differs, or a comment. % is scaled to controls: 0 for no effect and ±100 for the full control effect; potency is read from the fitted curve at half-maximal effect. Not all compounds are listed. The share of hits here may be higher or lower than overall.

SMILES	AmpC det inh
Cc1ccc(-c2nc(C3CCCN(S(=O)(=O)c4ccc(C)cc4)C3)no2)cc1 (configuration not stated)	4%
Cc1ccnc(NC(=O)Nc2cccc(F)c2)c1	-3%
CCOC(=O)C1=C(CS(=O)(=O)c2ccccc2)NC(=O)NC1c1ccccc1OCC (configuration not stated)	10%
Nc1c(C(=O)NCc2ccco2)nnn1Cc1ccccc1	0%
COc1ccc(NC(=O)CSc2nnc(CNC(=O)c3ccco3)n2-c2ccccc2OC)cc1	10%
Cc1ccc(C(=O)Nc2nnn(C)n2)cc1	3%
Cc1nc(SCc2c(F)cccc2Cl)c2c(=O)n(C)c(=O)n(C)c2n1	11%
COC(=O)c1ccc(CSc2nc3scc(-c4cccs4)c3c(=O)[nH]2)o1	-5%
CC1(C)CCC[C@@]2(C)[C@@H]1CC[C@]1(C)OC(=O)C[C@@H]21	13%
CN1CCN(CC(=O)Nc2c(C(=O)C3CC3)oc3ccccc23)CC1	17%
Cc1noc(C)c1C(=O)Nc1cccnc1	-3%
O=C1C2CCCN2C(c2ccccc2F)N1c1ccc(Cl)cc1 (configuration not stated)	4%
COc1ccc(CN2C(=O)C3C4C=CC(C4)C3C2=O)cc1 (configuration not stated)	-3%
COc1ccc(S(=O)(=O)N2CCCC(C(=O)O)C2)cc1 (configuration not stated)	15%
O=C(c1ccc(F)cc1)c1ccc(N2CCCC2)cc1	4%
Nc1ccc(C(=O)O)cc1	9%
COc1ccccc1N1CCN(S(=O)(=O)c2cccc3nsnc23)CC1	0%
O=C(Nc1nc2ccc(S(=O)(=O)N3CCCCC3)cc2s1)C1CCCO1 (configuration not stated)	0%
CC(c1nnc(SCC(=O)c2c(N)n(C)c(=O)n(C)c2=O)n1-c1ccc(Cl)cc1)N(C)C (configuration not stated)	-2%
Cc1nc2cc(C(F)(F)F)ccc2n1C1CCN(C(=O)N2CCOCC2)CC1	0%
Cn1ncc(Cl)c1C(=O)Nc1cccnc1	-3%
O=C(NCCN1CCOCC1)[C@H](Cc1ccccc1)N1C(=O)c2ccccc2C1=O	12%
Cc1nc2ccc(CCO)cc2s1	-2%
COc1ccc(CCN(C(=O)c2ccccc2)C2=CC3CCC(C2)N3C)cc1OC (configuration not stated)	-4%
CCc1ccc2oc(-c3cccc(NC(=O)c4cccnc4)c3)nc2c1	-5%

Arranged by heavy-atom count (smallest number first): some entries from above.
SMILES	AmpC det inh
Nc1ccc(C(=O)O)cc1	9%
Cc1nc2ccc(CCO)cc2s1	-2%
Cc1ccc(C(=O)Nc2nnn(C)n2)cc1	3%
CN1CCN(CC(=O)Nc2c(C(=O)C3CC3)oc3ccccc23)CC1	17%
Cc1ccc(-c2nc(C3CCCN(S(=O)(=O)c4ccc(C)cc4)C3)no2)cc1 (configuration not stated)	4%
CCOC(=O)C1=C(CS(=O)(=O)c2ccccc2)NC(=O)NC1c1ccccc1OCC (configuration not stated)	10%

Two consecutive entries out of the list so far, quoted:
SMILES	AmpC det inh
COc1ccc(CCN(C(=O)c2ccccc2)C2=CC3CCC(C2)N3C)cc1OC (configuration not stated)	-4%
CCc1ccc2oc(-c3cccc(NC(=O)c4cccnc4)c3)nc2c1	-5%

Later entries.
SMILES	AmpC det inh
Clc1cccc2ccccc12	9%
CCC1CCCCN1C(=O)c1cc2cc(Br)ccc2oc1=O (configuration not stated)	13%
c1ccc(Sc2ncnc3c2oc2ccccc23)nc1	0%
CC1=C(C(=O)OCC(C)C)C(c2cccc(F)c2)N2C(=O)C(C)SC2=N1 (configuration not stated)	-1%
CCOC(=O)C1CCCN(c2c(Nc3cccc(C)c3)c(=O)c2=O)C1 (configuration not stated)	12%
Cc1cccc(NS(=O)(=O)c2ccccc2)n1	-3%
Cc1csc2nc(CNS(=O)(=O)c3ccc4c(c3)CCCC4)cn12	11%
Cc1ccc(C)n1-c1ncn[nH]1	-2%
O=c1[nH]c(=O)n([C@@H]2C[C@H](O)[C@H](CO)O2)cc1I	-1%[12.8 µM]
NCCSCCc1ccccc1	-4%[5.75 µM]
CCCc1nc2sc3c(SCC(=O)NCc4ccco4)ncnc3c2c2c1CCC2	-3%
O=C(CSc1nc2ccccc2o1)Nc1nc2c(s1)CCCC2	-4%
CC(=O)Nc1nc(N2C(=O)c3ccccc3C2=O)n(-c2ccccc2)n1	-4%
CCCCn1nnc(NC(=O)Cc2ccc(Cl)cc2)n1	-3%
COc1ccc2cc(CN(C(=O)Nc3ccccc3OC)C3CCCC3)c(=O)[nH]c2c1	-4%
Cn1c(CCNC(=O)c2ccccc2F)nnc1SCc1nc2ccccc2c(=O)[nH]1	-2%
CCCCOc1ccc(S(N)(=O)=O)cc1	2%
CCN(CC)S(=O)(=O)c1ccc(C(=O)Nc2ccc3c(c2)OCCO3)cc1	-5%
COc1ccc(C(=O)N2CCC[C@@]3(CCN(c4ncccn4)C3)C2)cc1	-2%
COc1ccc(C(=O)COC(=O)CCn2nnc(-c3cccc(O)c3OC)n2)cc1	-2%
CC(O)COc1ccc(/C(=N/O)c2ccccc2)cc1 (configuration not stated)	-7%
CC1(C)Cc2c(C#N)c(SCC(=O)c3ccccc3)nc(N3CCOCC3)c2CO1	-2%
CSC1=NCCN1C(=O)Cc1ccc(Cl)cc1	4%
C=CCn1c(SCC(=O)c2cc(C)n(C(C)COC)c2C)nc2sc(C)c(C)c2c1=O (configuration not stated)	-2%
O=C(Nc1ccccc1F)c1ccncc1	-3%

Three entries from above, in CSV form.
Structure,AmpC det inh
CC(=O)Nc1nc(N2C(=O)c3ccccc3C2=O)n(-c2ccccc2)n1,-4%
COc1ccc(C(=O)COC(=O)CCn2nnc(-c3cccc(O)c3OC)n2)cc1,-2%
COC(=O)c1ccc(CSc2nc3scc(-c4cccs4)c3c(=O)[nH]2)o1,-5%

Other entries.
SMILES	AmpC det inh
CCOC(=O)c1cnc2c(C(F)(F)F)cccc2c1N1CCOCC1	-7%
O=C(NCCN1CCOCC1)c1cc(-c2ccccc2)on1	-5%
CCSc1nc(N2CCOCC2)c2c(c1C#N)CCCC2	-4%
Cc1cc(N2CCCCC2)nc(SCC(=O)c2ccccc2)n1	10%
CNc1ncnc2ccc(-c3ccc4c(c3)OCO4)cc12	6%
CCOC(=O)C1C(=O)CC(C)(O)C(C(=O)OCC)C1c1ccccc1OC (configuration not stated)	-6%
O=C1C(=O)N(CCN2CCOCC2)C(c2ccccn2)/C1=C(/O)c1ccc(Cl)cc1 (configuration not stated)	-1%
Cc1nc2sccn2c1-c1csc(NCc2ccccc2)n1	10%
O=C(O)CCCC(=O)Nc1cccc(-c2nc3ccccc3[nH]2)c1	-4%
CC(C)(C)NC(=O)c1ccc(COCC(F)(F)F)o1	-4%
COC(=O)c1cnn(-c2ccc(C)c(C)c2)c1-n1cccc1	12%
C=CC(=O)OCC	9%
CC(C)CCC(C(=O)O)C(C)CC(=O)NC1CCCCC1 (configuration not stated)	-4%
Cc1cc(C)n(CCn2nc(C)cc2C)n1	2%
O=C(NC1CCCCCC1)C1c2ccccc2C(=O)N1Cc1ccco1 (configuration not stated)	0%
O=C(CN(Cc1ccco1)C(=O)Cn1nnc(-c2cccs2)n1)NCc1ccccc1	1%
COc1cc2c(cc1OC)-c1cc(OCc3cccnc3)nc(=O)n1CC2	-2%
O=c1[nH]ccc2c(O)cccc12	0%
O=C(CSc1ccc2nnc(-c3cccc(F)c3)n2n1)NCC1CCCO1 (configuration not stated)	-7%
Cc1ccc(Cc2cncc(O)c2)cc1S(=O)(=O)O	-4%
c1ccc(OP(Oc2ccccc2)Oc2ccccc2)cc1	11%
COc1ccc(C(=O)N2CC(=O)N(CCc3ccccc3)C(=O)C2)cc1OC	8%
CCN(CC)S(=O)(=O)c1ccc(S(=O)(=O)Nc2ccc(C(=O)N3CCCC3)cc2)cc1	-8%
COC(=O)CSc1nnc(CNc2ccc(OC)cc2)n1C	-2%
COc1ccc(OC)c(NC(=O)c2cc(-c3cc(Cl)ccc3O)n[nH]2)c1	-1%
Further entries:
SMILES	AmpC det inh
Cc1ccc(-n2nc(C(=O)N3CCN(C)CC3)c3c4ccccc4n(C)c3c2=O)cc1	-3%
CCCCC(=O)Nc1ccc(NC(=O)C(C)C)cn1	12%
COc1ccc(CC(=O)OCC(=O)Nc2ncc(Cl)cc2Cl)cc1	-3%
Cc1cc(C)cc(N2C(=O)N(c3ccccc3C)C3CS(=O)(=O)CC32)c1 (configuration not stated)	-4%
Cc1cc(O)c(C(C)C)cc1C1(c2cc(C(C)C)c(O)cc2C)OC(=O)c2ccccc21	1%[5.75 µM]
O=C(O)CNC(=O)c1ccc([As](=O)(O)O)cc1	-3%[5.75 µM]
CCc1c(O)nc(SCC(=O)NCc2ccco2)[nH]c1=O	25%
CCS(=O)(=O)NCC(c1cccnc1)N1CCN(c2ccccc2F)CC1 (configuration not stated)	0%
COc1ccc(CCNC(=O)C2CCCN(c3nn4c(=O)cc(C)nc4s3)C2)cc1OC (configuration not stated)	11%
O=C(O)Cn1c(CC(=O)N2CCCC2)nc2ccccc21	8%
CCN(CC)CCn1c(-c2ccccc2)nc2c(NC3CCCCC3)nc(C)nc21	18%
COc1cc(S(=O)(=O)N2CCCCCC2)c(OC)cc1Br	4%
Cn1nc(OCc2ccccc2)ccc1=O	5%
COc1cccc(C(=O)N(Cc2nc(-c3ccc(C)cc3)no2)C(C)C)c1	-3%
O=C(CN1C(=O)CC(c2ccco2)Sc2ccccc21)Nc1ccccc1F (configuration not stated)	12%
O=C(NCc1n[nH]c(=S)n1-c1ccc(F)cc1)c1ccco1	-6%
COc1ccc2[nH]c3cc4c(=O)c5cc(OC)ccc5[nH]c4cc3c(=O)c2c1	-1%[5.75 µM]
CCOC(=O)N1CCN(S(=O)(=O)c2cc(Br)cnc2N)CC1	2%
COc1ccc(C(c2sc3nc(C)nn3c2O)N2CCN(Cc3ccccc3)CC2)cc1OC (configuration not stated)	10%
Cc1cc(C(=O)Nc2ccc(S(=O)(=O)Nc3nccs3)cc2)c(C)o1	-5%
CCc1ccc(-c2nc(CN3CCC(C(=O)NCc4ccccc4OC)CC3)c(C)o2)cc1	-2%
COC(=O)[C@@]1(Cc2ccc(F)cc2)[C@H]2c3cc(C(=O)N(C)C)n(CCF)c3C[C@H]2CN1C(=O)c1ccccc1	10%
CC(C)CN1CCCC2(CCN(C(=O)c3ccco3)CC2)C1	-2%
CC1Cc2cc(/C(O)=C3\C(=O)C(=O)N(CCN(C)C)C3c3ccccc3F)ccc2O1 (configuration not stated)	0%
Cc1ccc(-n2nnnc2SCC(=O)N2CCc3ccccc3C2)cc1	-1%
More results follow:
SMILES	AmpC det inh
N#CCCNc1ccc(OCCC#N)cc1	-1%
Cc1ccc(-n2c(CSc3nc(C)cc(C)n3)nnc2SCC(=O)N2CCCC2)cc1	11%
Oc1ccc(O)c2c(O)cccc12	-4%
CCOC(=O)N1CCN(C(=O)C2CCC(=O)N2C(C)C)CC1 (configuration not stated)	2%
Cc1c(N=C2NC(=O)C(CC(=O)Nc3ccccc3)S2)c(=O)n(-c2ccccc2)n1C (configuration not stated)	-5%
COc1ccc(S(=O)(=O)N2CCC(C(=O)NCC(c3cccs3)N(C)C)CC2)cc1 (configuration not stated)	-8%
O=c1c(CCc2ccccc2)nc2cnc(Oc3ccccc3)nc2n1C[C@H]1CCCO1	5%
Cc1noc(C)c1CSc1nnc(C)c(=O)[nH]1	16%
CCOC(=O)c1ccc(S(=O)(=O)NC2CCCCCCC2)n1C	-4%
CCCn1c(N)c(C(c2ccc(C(=O)OC)cc2)N2CCN(c3ccccc3)CC2)c(=O)[nH]c1=O (configuration not stated)	11%
Clc1ccc(Oc2nc(N3CCOCC3)nc(N3CCOCC3)n2)c(C2CCCCC2)c1	0%
CC(OC1=CC(=O)CCC1)C(=O)c1ccccc1 (configuration not stated)	-3%
O=C(NC1CCCCC1)N(CCN1CCOCC1)Cc1cc2cc3c(cc2[nH]c1=O)OCCO3	-3%
CCN(CC)CCO	15%
CN(C)c1oc(-c2ccc(OCc3ccccc3)cc2)nc1C#N	1%
CC(C)Nc1nc(C#N)nc(NC(C)C)n1	-2%
N#CC12CCCCC1CC1CCCCC1(C#N)N2CCO (configuration not stated)	16%
COc1ccccc1NC(=O)Cn1cnc2c(cnn2-c2ccccc2)c1=O	2%
CN(C)c1ncc2nc(-c3ccc(F)cc3)c(=O)n(Cc3ccc(F)cc3)c2n1	2%
Cc1ccc(-c2csc(NC(=O)CSc3ncn(-c4ccccc4)n3)n2)cc1	-5%
CCOC(=O)CCCN	-2%[5.75 µM]
COc1ccc(N2CCN(C(=O)CSc3nnc(C)c(=O)[nH]3)CC2)cc1	-6%
O=Cc1ccco1	9%
CCOC(=O)c1c(CN2CCN(C)CC2)oc2ccc(O)cc12	1%
O=C(CSc1nnc(Cc2csc(Nc3cccc(Cl)c3)n2)o1)N1CCc2ccccc21	1%

Rewritten bar-delimited: 2 of the compounds above.
smiles | AmpC det inh
CCOC(=O)c1ccc(S(=O)(=O)NC2CCCCCCC2)n1C | -4%
Cc1ccc(-c2csc(NC(=O)CSc3ncn(-c4ccccc4)n3)n2)cc1 | -5%

The results go on:
SMILES	AmpC det inh
Cc1c(NC(=O)c2cc3nc(-c4ccccc4)cc(C)n3n2)c(=O)n(-c2ccccc2)n1C	-2%
COc1ccccc1NC(=O)NCCN1C(=O)C2C3C=CC(C3)C2C1=O (configuration not stated)	11%
COC(=O)[C@@]1(Cc2ccc(OC)cc2)[C@H]2c3cc(C(=O)N4CCCC4)n(Cc4ccc(C)c(F)c4F)c3C[C@H]2CN1C(=O)c1ccccc1	0%
CCCCCOc1ccc(OC(=O)c2ccncc2)cc1	-6%
COC(=O)c1sc2nc3c(cc2c1N)COC(C)(C)C3	5%
COc1ccccc1NC(=O)C1CC(=O)N(c2ccc(F)cc2)C1 (configuration not stated)	-5%
O=S(=O)(NCCc1ccncc1)c1ccc(S(=O)(=O)N2CCCCCC2)cc1	1%
